# PfHsp90 set2: growth inhibition of PfHsp90-expressing yeast, primary screen, antimalarial PfHsp90 inhibitor project, S. cerevisiae, BacTiter-Glo luminescence, single point, set 2 | actives 0.32% (n = 310,000) | AID 504621, 2011 | BacTiter-Glo ATP, 48 h; yeast lacking PDR1 and PDR3 efflux regulators | inhibition, % at 9.4 µM;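 active means every replicate shows inhibition above about 80%, whatever the replicate mean, limit read from the data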;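 further: 0% = DMSO neutral controls and 100% = 20 µM radicicol positive controls; yeast relying on Plasmodium falciparum Hsp90 in place of its own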
# AddAB inh: growth inhibition of E. coli expressing H. pylori AddAB, primary screen, AddAB inhibitor project, absorbance. inhibition, % at 11.9 µM. actives 0.29% (n = 330,000). AID 435030, 2010; in the data active means inhibition above about 12%;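 further: 0% = vehicle wells of infected cells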
# phage Ecoli inh: growth loss of phage-infected E. coli, primary screen, RecBCD inhibitor project, absorbance, with phage, HTS. actives 0.26% (n = 360,000). inhibition, % at 11.9 µM; in the data active means inhibition above about 11%
# MOR-DOR ag: agonists of OPRM1-OPRD1 heterodimerization, primary screen, cell-based, luminescence; activation, % at 9.3 µM; Mu-type opioid receptor (Homo sapiens) + Delta-type opioid receptor (Homo sapiens), …; actives 0.3% (n = 340,000); cells; in the data active means activation above about 18%;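 further: 0% = vehicle-treated cells and 100% = reference agonist; values of inactives mirror those of a sister screen read the other way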
# Target sequence (P35372 whole entry, looked up): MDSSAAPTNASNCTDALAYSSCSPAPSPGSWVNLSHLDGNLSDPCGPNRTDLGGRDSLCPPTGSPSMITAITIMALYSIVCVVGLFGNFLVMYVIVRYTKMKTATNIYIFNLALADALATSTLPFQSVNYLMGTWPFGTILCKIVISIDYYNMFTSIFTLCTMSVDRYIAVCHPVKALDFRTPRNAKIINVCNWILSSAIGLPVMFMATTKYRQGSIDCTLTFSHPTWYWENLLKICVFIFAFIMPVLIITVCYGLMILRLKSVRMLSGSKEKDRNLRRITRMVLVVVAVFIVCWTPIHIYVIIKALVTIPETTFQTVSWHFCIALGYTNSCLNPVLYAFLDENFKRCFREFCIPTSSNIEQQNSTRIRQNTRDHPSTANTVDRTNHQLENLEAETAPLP
# Target sequence (P41143 whole entry, looked up): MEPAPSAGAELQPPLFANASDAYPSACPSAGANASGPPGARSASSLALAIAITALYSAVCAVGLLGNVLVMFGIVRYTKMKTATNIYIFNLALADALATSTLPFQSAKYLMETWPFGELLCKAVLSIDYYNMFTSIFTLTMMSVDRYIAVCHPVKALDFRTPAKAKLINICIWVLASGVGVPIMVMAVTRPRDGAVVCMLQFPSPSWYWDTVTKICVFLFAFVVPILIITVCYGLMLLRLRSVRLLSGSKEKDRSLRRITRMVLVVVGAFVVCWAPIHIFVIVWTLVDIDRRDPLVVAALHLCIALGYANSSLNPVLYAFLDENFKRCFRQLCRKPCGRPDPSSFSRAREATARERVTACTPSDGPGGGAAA
# PKA-R1A act: activators of PKA-R1A holoenzyme, primary screen, biochemical, fluorescence polarization, Cy5-IP20, bovine R1A, mouse PKAc | PKA-R1A dissociation; scaled: DMSO 0%, 113 µM cGMP 100% | activation, % at 11.4 µM | actives 0.083% (n = 340,000) | AID 504707, 2011;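 active means percent activation above the mean of all tested compounds plus 3 SD, cut at about 19% in these data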;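 further: higher means more PKAc released from R1A so a rise in polarization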
# OPRM1-OPRD1 inv: inverse agonists of MOR-DOR heterodimerization, primary screen, cell-based, luminescence | Mu-type opioid receptor (Homo sapiens) + Delta-type opioid receptor (Homo sapiens), … | inhibition, % at 9.3 µM | AID 504357, 2011 | cell-based MOR-DOR heterodimer luminescence, inverse agonism | actives 0.21% (n = 340,000); in the data active means inhibition above about 22%, passing the limit was not always enough;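 further: 0% = cells with DMSO and 100% = wells without cells with DMSO; values of inactives mirror those of a sister screen read the other way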
# Ecoli viability: E. coli V3065 growth inhibition, primary screen, counter-screen for AddAB inhibitor project, absorbance, OD600. 18 h. inhibition, % at 11.9 µM. actives 0.27% (n = 330,000);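 active means inhibition above the campaign's mean inhibition across all tested compounds plus 3 SD, cut at about 9.9% in these data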;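 further: uninfected addAB+ strain grown without phage in ampicillin broth; 0% = DMSO wells and 100% = ciprofloxacin 0.95 µg/ml wells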
# HTR5A ag: HTR5A agonists in luminescence cell assay, primary screen, counter-screen for OPRM1-OPRD1 heterodimer agonist project, full-deck HTS | activation, % at 9.3 µM | cell-based | AID 504692, 2011 | actives 0.61% (n = 340,000); in the data active means activation mostly above about 9.5%, no sharp cut-off; inactive means mostly below about 7.6%;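 further: 0% = cells with vehicle only and 100% = reference agonist; strong numbers were not always called active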
# Pemphigus Ab inh: inhibitors of pemphigus antibody binding to DSG3, primary screen, biochemical, bead-based, flow cytometry, scFv-GFP. DSG3-coupled beads, scFv-anti-DSG3-GFP binding; stronger effect = lower value. binding (percent of control), % at 10 µM. actives 0.48% (n = 310,000). AID 588358, 2011;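 active means binding more than 3 SD below its plate's average and above zero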;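 further: hits lower antibody fragment binding to DSG3; some compounds called inactive have numbers as strong as hits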
# Mot1-301 SUMO: yeast Mot1-301 growth rescue at high temperature, primary screen, SUMOylation pathway inhibitor project, S. cerevisiae, ATP luminescence, 38.5C; S. cerevisiae Mot1-301 growth rescue; percent above DMSO median, 100 means doubled; growth rescue, % at 18.8 µM; actives 1% (n = 320,000); AID 2716, 2010;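 active means every valid replicate shows activation above 250% relative to neutral control wells; inactive means the rest, any valid replicate at or below 250%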;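 further: OY570 slx delta 5 strain wells were the positive control but not used for scaling; some compounds called inactive have numbers as strong as hits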
# HTR5A inv ctr: HTR5A inverse agonists in luminescence cell assay, primary screen, counter-screen for OPRM1-OPRD1 heterodimer inverse agonist project, full-deck HTS; HTR5A cell line, inverse agonism; 5-hydroxytryptamine receptor 5A (Homo sapiens), P47898; actives 0.083% (n = 340,000); AID 504634, 2011; inhibition, % at 9.3 µM; in the data active means inhibition mostly above about 23%, no sharp cut-off; inactive means mostly below about 18%;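 further: 0% = cells with DMSO and 100% = no-cell wells with DMSO; some compounds called inactive have numbers as strong as hits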
# Numbers without * were called inactive; . = not tested or not shown.
SMILES,PfHsp90 set2,AddAB inh,phage Ecoli inh,MOR-DOR ag,PKA-R1A act,OPRM1-OPRD1 inv,Ecoli viability,HTR5A ag,Pemphigus Ab inh,Mot1-301 SUMO,HTR5A inv ctr
CCCCN=c1scc(-c2ccc3c(c2)NC(=O)CO3)n1N=C1CCCC1,.,0.0,.,6.7,-10,-37,-3.0,-1,113,-9,-9
Cc1ccc(-n2nnnc2CNC(=O)c2ccc3c(c2)OCO3)cc1C,14,4.2,0.1,-1.8,-5,9,0.0,-2,102,330*,-18
COc1ccc(C(C)(C)C)cc1NC(=O)COC(=O)CN1C(=O)NC2(CCCCC2C)C1=O (stereo not given),-12,-0.1,3.8,2.8,-7,-14,-2.5,7,96,-7,-28
COc1ccc(-c2nnc(SCC(=O)NNC(=O)Cc3ccccc3)n2C)cc1OC,-2,2.1,2.6,-1.8,-10,9,3.8,0,99,-7,-2
O=C(O)CSCC(=O)N1CCN(c2nc3cc(Cl)ccc3s2)CC1,4,0.8,1.8,-0.2,-9,1,-1.9,-1,93,-14,5
O=C(CSC1=NC(=O)C(Cc2ccccc2)C(=O)N1)NC1CCCCC1 (stereo not given),-22,-0.8,0.7,-2.4,-2,13,1.2,-2,97,-10,4
Cc1cccc(CC(=O)Nc2sc(C(C)C)cc2C(=O)N2CCOCC2)c1,-7,0.4,-0.7,1.7,-1,-9,1.4,-2,106,-9,-2
CCCCn1c(=O)[nH]c(=O)c2c1nc(-c1cc(Br)c(OCC)c(OC)c1)n2C,0,1.5,-0.4,-1.7,2,11,-0.2,-2,.,-9,5
Cc1c(C(=O)N2CCC(C)CC2)sc2ncnc(N3CCN(c4ccccc4)CC3)c12,2,.,2.4,-1.9,10,10,.,1,100,.,-6
CCN(CC)C(=O)c1ccc(-c2nnc(Nc3ccc(O)cc3)c3ccccc23)cc1,13,1.1,2.5,-1.4,-2,6,-0.1,4,101,22,-15
CN(C(=O)OCc1ccccc1)C(CC(N)=O)C(=O)O (stereo not given),-13,-1.8,1.1,-1.3,-4,7,1.6,-4,98,116,10
COc1ccc(CCN2CC(C(=O)NCCc3cccc(F)c3)CCC2=O)cc1 (stereo not given),8,.,-1.2,-2.5,-3,14,.,1,107,.,14
COc1ccc(OCC(=O)NC2CCSc3ccccc32)cc1 (stereo not given),.,-1.5,-0.4,-0.5,2,2,1.1,-1,91,-16,3
O=C(CN1CCC(C(=O)c2ccc(F)cc2)CC1)NCc1ccccc1F,9,2.9,4.7,1.2,-3,-9,-1.3,3,.,162,-6
CCOC(=O)/C(C#N)=N/Nc1ccccc1C(=O)O,1,0.4,1.1,-2.9,0,16,1.3,1,103,10,-4
C[C@@H](C(=O)NCCc1c[nH]c2ccccc12)[C@H]1C[C@]1(C)[C@H](NC(=O)OCc1ccccc1)c1ccccc1,-15,0.7,2.4,-3.4,-14,16,1.7,5,97,320,13
COc1ccc(/C=N/NC(=O)c2nc(-c3ccccc3)cc(-c3ccccc3)n2)cc1O,-37,-1.0,2.8,5.3,3,-29,-1.0,7,95,19,-13
O=C(COc1ccc(F)cc1)N1CCC(Cc2ccccc2)CC1,-22,-0.4,.,6.4,6,-34,2.5,8,116,-1,-12
Cc1ccc(C(=O)CCCn2nnc(-c3cccnc3)n2)cc1C,.,1.3,0.8,-1.2,-7,7,-1.6,4,100,4,-17
CC(OC(=O)c1ccc(C#N)cc1)C(=O)Nc1ccc(Cl)cn1 (stereo not given),.,.,1.2,-0.6,5,3,.,-12,97,.,30
O=C(CCNC(=O)OCc1ccccc1)NC1CCCCCC1,-8,-1.1,3.2,-1.8,-3,9,-0.2,-1,.,10,-16
O=C(Nc1ccc(N2CCCC2)cc1)c1cc([N+](=O)[O-])ccc1N1CCOCC1,-16,3.5,2.0,-0.8,-5,5,-0.7,-6,101,170,-14
Cc1ccc(/C(O)=C2/C(=O)C(=O)N(CCN3CCOCC3)C2c2cccnc2)cc1 (stereo not given),.,3.9,4.5,-2.7,-7,14,-0.9,3,99,-5,4
Cn1c(=O)c2c(ncn2CCc2ccccc2)n(C)c1=O,1,2.8,3.4,0.0,-4,0,-1.3,1,96,44,-26
CCOc1cc(C#N)ccc1OCC(=O)N1CCN(C(=O)c2cccs2)CC1,6,0.5,1.1,-1.2,-6,5,-2.3,0,.,-8,-1
CCCCCCCC(=O)NC(Nc1ccccc1OC)C(Cl)(Cl)Cl (stereo not given),-12,1.1,1.7,3.3,0,-18,0.4,-1,89,-4,-18
COc1ccc(N2CCc3c(C)nc(SC)nc32)cc1,4,0.6,4.7,1.4,-8,-7,-1.4,2,94,-21,-7
CCOC(=O)c1ccc(NS(=O)C23CC4CC(CC(C4)C2)C3)cc1 (stereo not given),-3,2.1,-0.5,-1.4,2,8,4.8,-2,88,-2,-15
CCCCCCCCNC(=O)CCNC(=O)c1ccc(C(C)(C)C)cc1,-16,0.5,2.2,1.9,-17,-10,0.1,-2,109,9,-3
CC(OC(=O)c1ccc2c(c1)OCO2)C(=O)NC1CCCCC1C (stereo not given),.,.,-1.6,-3.0,0,16,.,-4,100,.,10
COc1ccc(N2C(=O)C(CC(=O)Nc3ccccc3)N(CCc3ccc(OC)c(OC)c3)C2=O)cc1 (stereo not given),-10,0.7,2.8,-4.3,1,22,-2.7,-6,96,13,13
Cn1cccc1CC(=O)N/N=C/c1cc([N+](=O)[O-])ccc1Cl,-7,0.2,2.6,-2.1,1,11,-1.4,3,102,239,-7
CCOC(=O)CCCNC(=O)CCNC(=O)c1ccc(OCC(C)C)cc1,-14,3.1,0.1,0.2,-4,-1,1.9,-1,.,3,-1
CCN(CC)S(=O)(=O)c1ccc(OC)c(NC(=O)CSc2ccccc2)c1,-7,-0.9,1.3,-2.4,-4,14,-2.1,1,101,16,-3
CCOC(=O)c1sc(NC(=O)CSc2nnc(-c3ccco3)o2)c(C(=O)OCC)c1C,19,2.0,0.2,-0.7,0,3,0.9,-1,101,-3,-3
O=C(O)c1ccc(CNCc2ccccc2F)cc1,9,3.5,3.4,-1.3,-8,7,-0.1,-1,103,11,3
CCOCCCNC(=O)c1ccccc1Br,.,3.4,5.2,-2.9,-2,17,-0.4,5,.,0,-13
Cc1ccc(Cl)cc1NC(=O)C1CCCN(S(C)(=O)=O)C1 (stereo not given),-27,-0.5,1.7,-1.2,-4,6,-0.7,-4,105,20,16
Cc1onc(-c2ccccc2)c1NC(=O)Nc1c(-c2ccccc2)noc1C,10,0.7,3.8,0.4,2,-3,-1.5,-3,99,-11,8
O=C(COc1ccc(Cl)cc1Cl)NC(=O)N1CCOCC1,22,2.4,0.9,-1.7,-6,9,-1.7,6,97,.,-16
COc1ccc(C(=O)Nc2ccc(CN3CCOCC3)cc2)cc1,14,-1.4,1.0,2.3,3,-11,-2.8,-2,100,6,5
O=C(NCc1ccc2c(c1)OCO2)C1CCCN1C(=O)Nc1ccccc1 (stereo not given),5,-0.1,1.7,-2.1,-1,12,0.1,-1,105,78,3
CC(=O)Oc1ccc2oc3c(c2c1)C(=O)CCC3,.,2.8,2.1,-1.6,8,8,-1.2,0,92,-4,-1
COc1ccc2sc(-c3ccc(S(C)(=O)=O)cc3)c(C(=O)NCCCN3CCCC3=O)c2c1,-5,2.0,4.2,-0.6,4,3,-0.5,0,96,.,1
Fc1ccc(Br)cc1/C=N/N1CCN(c2ccccc2)CC1,2,1.0,-0.2,1.4,-6,-7,-0.9,0,117,0,-1
O=Cc1ccc(Oc2ccc(F)cc2)nc1,35,1.8,1.2,-1.5,2,8,1.0,-10,97,-10,25
Cc1c(N/C(=N/S(=O)(=O)c2ccccc2)c2ccc(Cl)cc2)c(=O)n(-c2ccccc2)n1C,1,0.0,0.2,-3.4,-2,17,1.0,-1,84,11,20
c1ccc(-c2nnc3n2-c2ccccc2SC3)cc1,-1,-1.1,0.6,-2.1,5,10,-2.3,2,110,-17,-2
CC(=O)c1ccc(NC(=O)Cn2c(=O)oc3ccccc32)cc1,9,-0.5,-0.4,-3.9,6,18,-2.5,1,107,-18,-3
CC(NC(=O)C(c1ccccc1)c1ccccc1)c1ccc(S(N)(=O)=O)cc1 (stereo not given),2,0.5,3.0,-2.1,7,13,2.6,-1,.,-3,2
CS(=O)(=O)N1CCN(c2ccc(NC(=O)c3ccccc3)cc2)CC1,15,4.2,4.4,.,.,.,1.7,.,101,11,.
O=C(CN1C(=O)CSC1=O)N1CCCCC1,-2,-4.0,3.6,-0.5,1,3,-4.1,5,103,6,-18
COc1cc(/C=N/NC(=O)CCC(=O)Nc2ccc(Br)cc2)ccc1O,-26,-1.3,-2.5,-0.6,2,3,-0.1,-3,.,3,11
Cc1ccc(CNC(=O)Cn2c([N+](=O)[O-])cnc2C)cc1,11,4.7,1.7,-0.4,11,2,3.2,6,105,-2,10
Cc1cc(NC(=O)C(=O)c2cn(C)c3ccccc23)no1,-22,-1.3,-0.3,-1.9,-9,9,-0.6,-1,107,.,19
CC(=O)Nc1ccccc1N(CC(O)Cn1c2ccccc2c2ccccc21)S(=O)(=O)c1ccc(C)cc1 (stereo not given),0,-0.2,3.6,2.7,3,-18,1.2,0,87,-12,0
O=C(Nc1cccc2ncccc12)C12CC3CC(CC(C3)C1)C2,-6,0.0,3.1,-2.1,9,11,-1.8,5,99,-9,-8
Cc1nc2cc(NC(=O)c3ccco3)ccc2n1C,-17,1.8,3.5,-1.4,10,8,2.6,-1,106,-6,-9
COc1ccccc1OCC(=O)Nc1cc(C(F)(F)F)ccc1-n1cncn1,.,0.5,-1.0,-2.3,-1,12,-2.0,-1,93,-19,-16
CCNC(=O)C12CCC(C)(c3nc4cc(C)c(C)cc4nc31)C2(C)C (stereo not given),-22,-1.1,5.0,-2.6,-6,13,-1.7,-4,94,-14,11
NC(=O)Cc1ccc(C(=O)CSc2nnc(-c3ccncc3)n2C2CC2)s1,-32,-2.7,1.1,1.5,-3,-7,-0.8,0,.,23,1
O=S(=O)(c1ccc2c(c1)OCCO2)N1CCC(c2nc3ccccc3[nH]2)CC1,-6,-0.2,2.4,-0.6,-1,3,-1.3,-1,.,23,8

# Bioassay records deposited in PubChem BioAssay by several laboratories.
